TCR act: activates T cell receptor signaling. primary human leukocytes, anti-CD3, IL-2 HTRF, 48 h. Potency, µM (series often up to 9.22 µM), for the others: top-dose activation of IL-2 secretion, most hits filed as activators. 330,000 tested, under 10 active. AID 504894; note: % of control where 0% means no effect
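48 hr co-incubation of compounds, a-CD3 beads and primary human leukocytes; IL-2 quantified homogeneously by HTRF with anti-IL-2 K and d2 conjugates.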
Chronic BCR inh: inhibitors of chronic active B-cell receptor signaling; ABC-DLBCL IkBa-CBG/CBR reporter, luminescence ratio, 4 h; Potency, µM (top dose mostly 46.1 µM), without a hit: top-dose ratio change, negative = lower green/red ratio, actives largely listed as inhibitors; actives 0.05% (n = 340,000); AID 493014; active = well fitted inhibition curve with a large enough effect in the signal ratio, with a control signal flat, not every such curve was filed as active; inconclusive = small, poorly fitted or top-dose-only effect, or effect the other way, or a change in a side signal; the % refers to the signal ratio;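 note: potency is the fitted concentration of half-maximal effect; plate controls were basal doxycycline-induced cells for no effect and cells given 10 µM MG132 for full effect; MG132 reads +100%, hits lower the ratio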
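TMD8 human ABC-DLBCL cells with doxycycline-inducible IκBα–green luciferase fusion and unfused red luciferase, in 0.5% FBS medium; compounds up to 46 uM, 4 h at 37C. Green/red luminescence ratio, filter-overlap corrected, fitted to concentration-response curves.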
uPA generation: blocks generation of uPA at the cell surface; actives 0.31% (n = 330,000); Potency, µM (doses to about 38.3 µM), for inactives: at the top dose activity change, negative = inhibition, hits mostly inhibitors; cell surface uPA generation assay, qHTS; active = well fitted inhibition curve with a large enough effect; inconclusive = small, poorly fitted or top-dose-only effect; inactive = no such curve, though single readings can be large or run the other way; tested in mouse RAW 264.7 cells; note: potency is the fitted concentration of half-maximal effect; % is set by controls: 0 for no effect and ±100 for the full control effect; nearly all actives have a fitted effect of over 55% in size
Tb PFK inh: blocks T. brucei phosphofructokinase; T. brucei PFK, ADP-Glo luminescence; Potency, µM (highest dose often 57.5 µM), for inactives: at the highest dose activity, negative = inhibition, most hits filed as inhibitors; actives 0.17% (n = 330,000); AID 485367;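 note: potency is the fitted concentration of half-maximal effect; 0% = uninhibited 1x PFK enzyme wells and -100% = no-enzyme wells; nearly all actives have a fitted effect of over 60% in size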
Target sequence (O15648 whole entry, looked up): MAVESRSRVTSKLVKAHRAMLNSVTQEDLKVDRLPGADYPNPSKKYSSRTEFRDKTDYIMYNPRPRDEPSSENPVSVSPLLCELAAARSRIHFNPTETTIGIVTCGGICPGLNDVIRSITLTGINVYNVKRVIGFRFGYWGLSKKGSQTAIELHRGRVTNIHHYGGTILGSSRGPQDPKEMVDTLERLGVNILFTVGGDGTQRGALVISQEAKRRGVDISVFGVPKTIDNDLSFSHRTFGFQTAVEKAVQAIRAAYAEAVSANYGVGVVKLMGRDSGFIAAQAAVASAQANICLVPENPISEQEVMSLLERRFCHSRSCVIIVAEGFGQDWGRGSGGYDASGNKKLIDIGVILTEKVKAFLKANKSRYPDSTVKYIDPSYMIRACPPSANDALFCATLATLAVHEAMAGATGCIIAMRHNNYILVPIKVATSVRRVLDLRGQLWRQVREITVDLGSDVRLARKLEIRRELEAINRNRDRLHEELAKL
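Luminescent ADP detection (ADP-Glo, two-step: ATP depletion then ADP-to-ATP conversion for luciferase) reported PFK activity after 45 min room-temperature reaction of 1.25 nM enzyme with 0.5 mM F6P and 0.1 mM ATP at pH 8.0.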
TSHR antagonist: human thyrotropin receptor antagonism | P16473 | TSHR-expressing cells, TSH-stimulated cAMP HTRF, 2 h; hits give low values | activity change, negative = inhibition, % at 11.5 µM | actives 0.2% (n = 330,000) | AID 504810;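 active = activity change below a set negative limit, meaning inhibition stronger than a set level, cut at about -70% in these data; inconclusive = activity change between two set negative limits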; note: % is set by controls: 0 for no effect and ±100 for the full control effect
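Competitive HTRF cAMP read-out (cryptate anti-cAMP antibody, cAMP-d2; 30 min, room temperature) in freshly harvested TSHR cells. Compounds added before TSH at EC80 (4nM final), followed by 2 hours' incubation at 37 deg C.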
Eya2 inh: Eya2 (human) phosphatase inhibition; O00167; recombinant Eya2, OMFP fluorescence dephosphorylation (OMFP is methylfluorescein phosphate); Potency, µM (series often up to 76.9 µM), inactives show at the top dose activity, negative = inhibition, actives largely listed as inhibitors; actives 0.006% (n = 330,000); AID 488837; note: potency is the fitted concentration of half-maximal effect; % is set by controls: 0 for no effect and ±100 for the full control effect
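Eya2 (0.2 uM) preincubated 10 min at ambient with compound, then OMFP substrate added at 50 uM; 10 min reaction in 50 mM HEPES pH 7.5, 50 mM NaCl, 5 uM MgCl2, 0.05% BSA, 1 mM DTT. Fluorescence read at Ex 485/Em 525 nm.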
ELG1 DNA repair: inhibitors of ELG1-dependent DNA repair in HEK293T cells; actives 2.3% (n = 330,000); Potency, µM (highest dose often 46.1 µM), for the others: at the top dose activity change, negative = inhibition, most hits filed as inhibitors; HEK293T ELG1-luciferase reporter, luminescence, 16 h; DNA damage induced by 5-fluorouridine; note: potency is the fitted concentration of half-maximal effect; % is set by controls: 0 for no effect and ±100 for the full control effect; nearly all actives have a fitted effect of over 55% in size
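Cells (2,000 per well) received 5-fluorouridine plus test compound or DMSO and were incubated 16 hr at 37 °C, 5% CO2. Luciferase activity was read by luminescence 30 min after ONE-Glo addition; signal suppression marked inhibition of damage-induced ELG1 function.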
B2AR arrestin: recruits beta-arrestin to the human beta2-adrenergic receptor; actives 0.02% (n = 330,000); P07550; Potency, µM (doses to about 46.1 µM), without a hit: at the highest dose activation, hits mostly activators; beta-arrestin recruitment to beta2AR, cell-based reporter;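 note: potency is the fitted concentration of half-maximal effect; 0% = DMSO controls and full agonism = EC100 isoproterenol or metaproterenol; nearly all actives have a fitted effect of over 65% in size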
PTAP TSG101 blk: blocks PTAP/TSG101 interaction to inhibit HIV-1 budding; Q99816; Fluorescence polarization, FITC-PTAP peptide / Tsg101 binding; Potency, µM (highest dose often 115 µM), for the others: top-dose activity change, negative = inhibition, actives largely listed as inhibitors; 340,000 tested, under 10 active; active = well fitted inhibition curve with a large enough effect in the main read-out, with a control signal flat, not every such curve was filed as active; inconclusive = small, poorly fitted or top-dose-only effect, or effect the other way, or a change in a side signal; inactive = no such curve, though single readings can be large or run the other way; note: potency is the fitted concentration of half-maximal effect; % of control where 0% means no effect
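Fluorescence anisotropy tracks displacement of a FITC-tagged PTAP peptide (50 nM) from the Tsg101 binding domain (10 uM), following a 20 min room-temperature incubation at pH 7.5.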
USP2a block: inhibitors of human ubiquitin-specific protease USP2a | O75604 | USP2 core, Ub-CHOP2 coupled fluorogenic reporter, 485/531 | Potency, µM (titrated, usually from 38.3 µM), for the others: at the highest dose activity change, negative = inhibition, usual class: inhibitors | actives 0.01% (n = 330,000);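 note: potency is the fitted concentration of half-maximal effect; plate controls were DMSO wells for no effect and full inhibition by NEM control for full effect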
Target sequence (O75604 whole entry, looked up): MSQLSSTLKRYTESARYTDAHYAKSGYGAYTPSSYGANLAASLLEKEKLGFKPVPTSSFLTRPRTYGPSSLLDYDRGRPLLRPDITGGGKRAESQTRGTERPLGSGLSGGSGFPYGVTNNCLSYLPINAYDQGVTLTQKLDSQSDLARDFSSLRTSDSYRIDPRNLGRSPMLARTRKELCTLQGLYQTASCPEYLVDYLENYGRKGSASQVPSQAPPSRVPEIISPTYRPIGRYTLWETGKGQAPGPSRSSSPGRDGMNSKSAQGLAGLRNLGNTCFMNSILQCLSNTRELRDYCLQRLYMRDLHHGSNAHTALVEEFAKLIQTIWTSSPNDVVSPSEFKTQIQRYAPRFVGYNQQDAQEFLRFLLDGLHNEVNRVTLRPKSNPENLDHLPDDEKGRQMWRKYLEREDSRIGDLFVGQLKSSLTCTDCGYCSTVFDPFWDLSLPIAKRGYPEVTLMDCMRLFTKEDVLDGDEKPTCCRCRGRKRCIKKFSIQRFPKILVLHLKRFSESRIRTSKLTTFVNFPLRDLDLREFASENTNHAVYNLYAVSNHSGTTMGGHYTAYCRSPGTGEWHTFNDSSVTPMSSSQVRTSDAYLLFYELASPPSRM
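Cell-free coupled assay: 10nM USP2 core preincubated 30min RT with compound in Tris-HCl pH 8.0/CaCl2/CHAPS buffer, then 25nM Ub-CHOP2 and 25nM reporter substrate; fluorescence (Ex 485/Em 531) read after 60min RT, normalized to NEM inhibition, concentration-response curves fitted.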
Mito fusion act: blocks mitochondrial division or promotes mitochondrial fusion | S. cerevisiae fusion-defective mutant growth rescue, CellTiterGlo 48 h | Potency, µM (top dose mostly 46.1 µM), for inactives: top-dose growth rescue (activation), most hits filed as activators | actives 0.23% (n = 320,000) | AID 485298;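 note: potency is the fitted concentration of half-maximal effect; % of control where 0% means no effect; nearly all actives have a fitted effect of over 45% in size; temperature-sensitive fusion mutants such as fzo1-1 at 37 °C on non-fermentable ethanol glycerol medium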
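Growth-rescue viability read-out: after 48 h at the non-permissive 37C in glycerol/ethanol YPEG, yeast mitochondrial fusion mutants are measured by CellTiterGlo luminescence; compounds (23 nl pinned per well) restoring growth score as division inhibitors or fusion activators.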
Starred values were filed as active, the others as inactive; u = inconclusive; x = not tested or not shown; [ ] = another dose, or the depositor's remark. Unless noted, calls come from the whole dose curve; as a rule, active = well fitted curve in the direction sought with a large enough effect; inconclusive = small, poorly fitted or top-dose-only effect, or another doubt; inactive = no such curve, though single readings can be large; an effect the other way counts as inactive or inconclusive.

The first five entries, ahead of the listing:
SMILES | TCR act | Chronic BCR inh | uPA generation | Tb PFK inh | TSHR antagonist | Eya2 inh | ELG1 DNA repair | B2AR arrestin | PTAP TSG101 blk | USP2a block | Mito fusion act
COc1cc(OC)c(NC(=O)c2sc3ncn(CC(=O)N4CCN(c5ccccn5)CC4)c(=O)c3c2C)cc1Cl | -28% | 1% | 1% | 1% | -1 | 4% | u | 0.2% | 2% | 2% | 0%
NNC(=O)/C(=C\c1ccc(Br)cc1)NC(=O)c1cccs1 | -5% | 4% | 1% | 0% | 1 | 8% | 0% | 0.2% | -10% | -1% | 3%
COc1ccc(C2=NNC(c3ccco3)=Nc3ccc(F)cc32)cc1 | 5% | -13% | 3% | 1% | -3 | 13% | u | -0.1% | -3% | 0% | 10%
Cc1cc(C)nc(NS(=O)(=O)c2ccc(N3C(=O)C4CC=C(Cl)CC4C3=O)cc2)n1 (configuration not stated) | -2% | -1% | -2% | -2% | 2 | 3% | u | 0.3% | -10% | 1% | -1%
CCOC(=O)c1c(C)[nH]c(C(=O)COC(=O)/C=C/c2ccc(OCC#N)c(OC)c2)c1C | 3% | 7% | 11% | 5% | -2 | -3% | 1% | -0.1% | 0% | 3% | 14%

Main list, from the first entry:
SMILES | TCR act | Chronic BCR inh | uPA generation | Tb PFK inh | TSHR antagonist | Eya2 inh | ELG1 DNA repair | B2AR arrestin | PTAP TSG101 blk | USP2a block | Mito fusion act
COc1cc(OC)c(NC(=O)c2sc3ncn(CC(=O)N4CCN(c5ccccn5)CC4)c(=O)c3c2C)cc1Cl | -28% | 1% | 1% | 1% | -1 | 4% | u | 0.2% | 2% | 2% | 0%
NNC(=O)/C(=C\c1ccc(Br)cc1)NC(=O)c1cccs1 | -5% | 4% | 1% | 0% | 1 | 8% | 0% | 0.2% | -10% | -1% | 3%
COc1ccc(C2=NNC(c3ccco3)=Nc3ccc(F)cc32)cc1 | 5% | -13% | 3% | 1% | -3 | 13% | u | -0.1% | -3% | 0% | 10%
Cc1cc(C)nc(NS(=O)(=O)c2ccc(N3C(=O)C4CC=C(Cl)CC4C3=O)cc2)n1 (configuration not stated) | -2% | -1% | -2% | -2% | 2 | 3% | u | 0.3% | -10% | 1% | -1%
CCOC(=O)c1c(C)[nH]c(C(=O)COC(=O)/C=C/c2ccc(OCC#N)c(OC)c2)c1C | 3% | 7% | 11% | 5% | -2 | -3% | 1% | -0.1% | 0% | 3% | 14%
Cc1nc2c(cc1C(=O)N/N=C/c1ccc([N+](=O)[O-])cc1)c(=O)n(C)c(=O)n2C | -3%[46.1 µM] | -8% | -2% | 0% | 7 | -3% | 5% | 0.1% | -5% | -4% | -22%
CC(C)C(=O)Nc1ncc(Cc2ccccc2Cl)s1 | -1% | u | 4% | 2% | -10 | 9% | 6% | -0.1% | -2% | 10% | 27%
Cc1cc(SCC(=O)c2ccc(Cl)cc2)nc(=O)[nH]1 | -4% | 5% | u | 13% | 19 | -4% | u | 0.3% | 1% | -1% | u
CN(C)CCCNC(NC(=O)c1cccs1)C(Cl)(Cl)Cl (configuration not stated) | -3%[46.1 µM] | u | 8% | 0% | 3 | -4% | 17% | -0.3% | -1% | -4% | -5%
O=C1C=C(Nc2ccc(F)cc2)c2ccccc2C1=O | 0% | u | 1% | -2% | -25 | 2% | u | 0.2% | 1% | 1% | 2%
CCOC(=O)c1ccc(COC(=O)CCc2nc3ccccc3[nH]c2=O)o1 | -1% | u | 6% | 0% | -7 | 1% | -8% | -0.8% | -5% | 5% | 1%
Cc1n[nH]c(=S)c2nn(-c3ccccc3F)c(C)c12 | -12% | 3% | 6% | 4% | 12 | 26% | -7% | 0.0% | -3% | 1% | 0%
C/C=N/NC(=O)CCCC(=O)N/N=C/C | -1% | -3% | 10% | -3% | 26 | -9% | 13% | 0.1% | -6% | 0% | x
C[C@@H](NC(=O)c1coc(=O)c(Br)c1)c1ccccc1 | 12%[46.1 µM] | u | -9% | -15% | -9 | 0% | u | u | -5% | 2% | 10%
Cc1nnc(C)n1N | 12% | 1% | -2% | 0% | -1 | 11% | 17% | -0.3% | -5% | 1% | -10%
COc1ccc2c(=O)cc(CO)oc2c1 | -4% | 3% | 4% | -1% | -4 | 0% | 2% | -0.6% | -2% | 3% | x
O=C(c1c(F)cccc1F)N1CCC(O)(c2cccnc2)CC1 | -6% | u | 3% | 2% | -5 | -1% | 19% | -0.4% | 0% | 1% | -1%
O=C(CN1CCOCC1)NNC(=S)Nc1ccc(Cl)cc1 | 4% | 5% | -2% | -1% | -3 | 1% | -9% | 0.1% | -7% | 3% | 19%
Clc1ccc(COn2c(-c3ccccc3)nc3ccccc32)cc1 | -2% | 12% | -4% | -4% | 8 | 15% | 10% | -1.1% | -3% | 2% | -1%
CCSC1(SCC)N=C(N)C2(C#N)C(c3ccccc3)NC(C)=CC12C#N (configuration not stated) | 1% | 1% | 2% | 0% | 1 | 3% | -4% | -0.1% | -3% | -1% | 0%
CC(=O)N1CCN(CCN(CC2C(C)C=C(C)CC2C)C(C)=O)CC1 (configuration not stated) | 0% | 8% | -4% | -2% | -4 | -10% | 11% | -0.3% | 0% | -1% | -2%
COc1ccc(CC(=O)NCc2csc(-c3cccs3)n2)cc1OC | 11% | -5% | 0% | -3% | -4 | 3% | u | 0.3% | -6% | 2% | 5%
Cc1nnsc1-c1c(C(=O)N2CCOCC2)c(C)nn1-c1ccc(Cl)cc1 | -7% | 3% | -3% | 2% | 20 | 10% | -5% | 0.2% | -6% | -1% | -5%
N#CC1=C(N)Oc2n[nH]c(-c3ccccc3)c2C1c1cccnc1 (configuration not stated) | -1% | u | -3% | -2% | 19 | 9% | 21% | -0.1% | -4% | 4% | -1%
COCCNC(=O)C(c1ccc(C)cc1)N(CCOC)C(=O)CCC(=O)Nc1ccccn1 (configuration not stated) | 0% | u | 7% | 10% | 25 | 1% | 12% | -0.3% | 1% | 1% | 2%
COc1ccc(OC)c(/C=C2\SC(=S)N(C(C(=O)O)c3ccccc3)C2=O)c1 (configuration not stated) | -3% | u | -7% | 0% | -8 | 9% | -3% | -0.8% | 15% | 4% | 1%
Cc1ccc(/C=C/C(=O)NC2CCS(=O)(=O)C2)cc1 (configuration not stated) | 2% | u | 8% | 0% | -10 | 1% | u | -0.1% | 0% | 2% | -6%
O=C(Nc1nnc(-c2ccc3c(c2)CCCC3)o1)c1c(F)cccc1F | -3% | u | -2% | u | -7 | -21% | u | -0.1% | -7% | 7% | 0%
COc1ccc(C(=O)Nc2ccccc2C(=O)N/N=C/c2ccc(O)c(OC)c2)cc1 | 6% | u | -17% | -28% | -10 | 0% | u | -0.5% | -8% | -12% | -9%
CCOC(=O)c1cccc(NC(=O)Nc2cc(OC)ccc2OC)c1 | 7% | -5% | 5% | -2% | 11 | 13% | -2% | -0.5% | -1% | 1% | -3%
COc1ccc(CN2C(=O)c3ccccc3C(/C=N\OCc3ccc(F)cc3)C2=O)cc1 (configuration not stated) | -6% | 19% | 16% | 0% | -1 | 8% | 12% | -0.4% | 7% | 2% | 2%
COc1cc(OC)c([N+](=O)[O-])cc1/C=N/NC(=O)c1ccncc1 | -2% | -19% | -26% | -13% | -6 | 12% | 14% | -0.1% | -7% | 3% | 3%
COc1ccc(C2=NN(c3nc4ccccc4s3)C(=O)C2)cc1 | 4% | -17% | -4% | 4% | 0 | 7% | -9% | -0.2% | 3% | -1% | 3%
Cc1ccc(NC(=O)N2CCC(C(=O)NCC(C)C)CC2)cc1 | -8% | -1% | x | 1% | 0 | -6% | 0% | -1.4% | -2% | 3% | 1%
O=C(O)c1nnn(-c2ccc([N+](=O)[O-])cc2)c1-c1ccccc1 | 9% | u | -4% | 3% | 11 | 19% | 1% | -0.6% | -1% | 3% | -1%
